# From PubChem BioAssay
# mIAP inh – inhibitors of mouse IAP, primary screen, biochemical, luminescence, uHTS; intestinal alkaline phosphatase [Mus musculus]; purified mouse IAP, CDP-Star luminescence, 30 min; inhibition, % at 10 µM; 0.2% of 330,000 active; AID 2806, 2010;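 active = inhibition of at least 40% at 10 µM in the primary screen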;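 also: plate controls were DMSO with enzyme for no effect and no enzyme wells for full effect; values of inactives mirror those of a sister screen read the other way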
# MIN6 prolif – inducers of MIN6 beta-cell proliferation, primary screen, ATP luminescence, uHTS; 0.29% of 330,000 active; MIN6 cells proliferation, ATPlite luminescence, 48 h; cells starved in 0.2% serum; 100% = growth in 10% serum; proliferation, % at 10 µM;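 active = compounds whose signal lies at least 3.5 SD above the mean of all wells on their plate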;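 also: 0% = DMSO-treated cells in low-serum medium and 100% = 10% serum control; some compounds called inactive have numbers as strong as hits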
# hIAP block – human IAP inhibitors, primary screen, biochemical, luminescence, uHTS; Intestinal-type alkaline phosphatase (Homo sapiens), P09923; purified IAP, CDP-Star luminescence, 30 min; inhibition, % at 10 µM; 0.12% of 330,000 active; AID 2544, 2010;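 active = inhibition reaching a set limit with compound at 10 µM in the primary screen, cut at about 35% in these data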;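 also: plate controls were DMSO wells with enzyme for no effect and no-enzyme buffer wells for full effect; values of inactives mirror those of a sister screen read the other way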
# MPTP inh – mitochondrial permeability transition pore inhibitors, primary screen, biochemical, isolated mouse mitochondria, absorbance. Ca2+ swelling absorbance, 30 min. AID 602449, 2012. inhibition, % at 10 µM. 1.4% of 360,000 active;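 active = inhibition of 50% or more, scaled per plate between neutral and stimulator controls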;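 also: 0% = DMSO wells given calcium and 100% = 1 mM EGTA wells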
# A3A deaminase – APOBEC3A ssDNA deaminase inhibitors, primary screen, selectivity assay for APOBEC3G inhibitor project, biochemical, FAM/TAMRA oligo cleavage fluorescence; DNA dC->dU-editing enzyme APOBEC-3A (Homo sapiens), P31941; recombinant A3A, FAM/TAMRA ssDNA deamination fluorescence; inhibition, % at 20 µM; 0.41% of 330,000 active;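 active = at least 40% inhibition at 20 µM here, with at most 30% in a related deaminase screen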;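 also: plate controls were A3A with DMSO for no effect and wells lacking A3A enzyme for full effect; some results filed as inactive read as strong as hits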
# Target sequence (P31941 whole entry, looked up): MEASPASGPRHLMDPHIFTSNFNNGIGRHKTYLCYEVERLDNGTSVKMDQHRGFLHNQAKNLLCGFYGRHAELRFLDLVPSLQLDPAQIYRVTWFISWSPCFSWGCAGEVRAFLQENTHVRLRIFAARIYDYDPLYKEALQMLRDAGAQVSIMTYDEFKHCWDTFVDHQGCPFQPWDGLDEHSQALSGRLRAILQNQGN
# hIAP act – human IAP activators, primary screen, biochemical, luminescence, uHTS. Intestinal-type alkaline phosphatase (Homo sapiens), P09923. purified human IAP, CDP-Star luminescence, 30 min; active compounds read high; 1 = vehicle-only enzyme, 0 = enzyme-free background. activation factor at 10 µM. 0.16% of 330,000 active. AID 2524, 2010;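 active = activation factor of the enzyme at least 2-fold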; also: the source names both 10 and 20 µM as test concentration; values of inactives mirror those of a sister screen read the other way
# ATG4B inh – ATG4B protease inhibitors, primary screen, biochemical, fluorescence, uHTS; Cysteine protease ATG4B (Homo sapiens), Q9Y4P1; ATG4B cleavage of LC3-PLA2, NBD-HPC fluorescence, 1 h; inhibition, % at 8.33 µM; 0.51% of 340,000 active; AID 504462, 2011; in the data active = inhibition above about 40%
# Target sequence (Q9Y4P1 whole entry, looked up): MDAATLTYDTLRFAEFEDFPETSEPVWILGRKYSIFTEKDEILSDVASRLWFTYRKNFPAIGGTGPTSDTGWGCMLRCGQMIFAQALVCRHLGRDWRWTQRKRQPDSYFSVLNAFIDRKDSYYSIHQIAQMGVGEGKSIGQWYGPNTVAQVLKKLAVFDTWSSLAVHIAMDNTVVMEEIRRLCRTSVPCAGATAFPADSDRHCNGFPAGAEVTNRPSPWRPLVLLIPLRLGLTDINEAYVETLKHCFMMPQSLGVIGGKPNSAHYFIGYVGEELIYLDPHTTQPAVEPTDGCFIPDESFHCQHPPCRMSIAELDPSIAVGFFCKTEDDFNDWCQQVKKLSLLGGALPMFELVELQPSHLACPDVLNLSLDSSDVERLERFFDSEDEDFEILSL
# mIAP activ – activators of mouse IAP, primary screen, biochemical, luminescence, uHTS | intestinal alkaline phosphatase [Mus musculus] | muIAP, CDP-Star luminescence, 30 min; active compounds read high; 1 = vehicle-only enzyme signal, 0 = enzyme-free wells | activation factor at 10 µM | 0.24% of 330,000 active | AID 2805, 2010;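 active = activation factor of at least 2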; also: the source names both 10 and 20 µM as test concentration; values of inactives mirror those of a sister screen read the other way
#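 System: Mouse IAP enzyme | Also added: CDP-Star substrate | Dosing: Compounds dispensed in DMSO | Schedule: 30 min enzyme-substrate-compound incubation at room temperature | Technique: Chemiluminescence readout | Control set: DMSO-only wells and no-enzyme negative control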
# APOBEC3G inh – APOBEC3G DNA deaminase inhibitors, primary screen, biochemical, fluorescence, single-stranded DNA substrate, uHTS. DNA dC->dU-editing enzyme APOBEC-3G (Homo sapiens), Q9HC16. inhibition, % at 20 µM. 0.28% of 330,000 active. recombinant A3G, ssDNA deamination FAM/TAMRA fluorescence;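 active = inhibition of at least 40% at 20 µM, with no more than 30% in the related APOBEC3A deaminase screen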;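 also: plate controls were DMSO wells with A3G for no effect and wells lacking A3G enzyme for full effect; some compounds called inactive have numbers as strong as hits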
# Target sequence (Q9HC16 whole entry, looked up): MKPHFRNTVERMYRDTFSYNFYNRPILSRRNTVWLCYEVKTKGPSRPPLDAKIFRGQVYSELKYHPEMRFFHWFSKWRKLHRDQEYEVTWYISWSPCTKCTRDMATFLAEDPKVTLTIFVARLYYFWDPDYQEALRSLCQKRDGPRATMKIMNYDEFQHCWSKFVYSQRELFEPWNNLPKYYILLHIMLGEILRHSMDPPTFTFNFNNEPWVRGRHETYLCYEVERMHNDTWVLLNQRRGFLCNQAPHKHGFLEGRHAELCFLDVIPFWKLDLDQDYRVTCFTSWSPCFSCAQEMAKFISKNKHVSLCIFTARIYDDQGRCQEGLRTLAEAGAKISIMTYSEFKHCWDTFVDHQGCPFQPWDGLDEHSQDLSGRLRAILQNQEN
# * hit, by the source's call.
SMILES,mIAP inh,MIN6 prolif,hIAP block,MPTP inh,A3A deaminase,hIAP act,ATG4B inh,mIAP activ,APOBEC3G inh
Cc1cc(-c2ccccc2)nc(N/N=C/c2ccccc2)n1,-4,0,11,-0.5,1,0.89,-11,1,-6
C[C@H]1C=C(C(=O)N2CCN(Cc3ccc4c(c3)OCO4)CC2)O[C@@H](OCc2ccc(CO)cc2)C1,-3,5,16,-0.2,0,0.84,6,1,1
O=C1NC(Nc2nc3ccccc3s2)(C(F)(F)F)C(=O)N1C1CCCCC1 (centres undefined),3,-4,-6,-0.8,1,1.1,-32,0.97,7
O=C(COc1ccccc1)N=C1SC2CS(=O)(=O)CC2N1c1ccccc1F (centres undefined),-2,0,1,-1.7,-3,0.99,-1,1,-3
Cc1ccc(CNC(=O)c2ccc(Cn3nc(C)c(Cl)c3C)o2)cc1,1,-3,7,0.0,7,0.93,2,0.99,2
CCN(CC)c1ccc(NC(=O)CCS(=O)(=O)c2ccc(Br)cc2)c(C)c1,10,-3,8,2.1,70,0.92,-7,0.9,86
Cc1ccc(S(=O)(=O)NCCN2CCN(S(=O)(=O)c3ccccc3Cl)CC2)cc1,-7,-3,8,0.2,0,0.93,-1,1.1,-4
C=CCn1c2ccccc2c2nnc(SCC(=O)NC(C(=O)OC)C(C)C)nc21 (centres undefined),5,1,0,2.1,-1,1,-9,0.95,-4
CSCC[C@H](N)C(=O)NC[C@H]1CC[C@H](C(=O)N[C@@H](Cc2ccccc2)C(=O)O)CC1,1,1,1,-0.6,-5,0.99,1,0.99,-7
COc1ccccc1C1NC(=O)NC(C)=C1C(=O)OCc1ccccc1 (centres undefined),2,-2,-6,0.2,-6,1.1,-7,0.98,2
COc1ccc2cc(C(=O)N3CCCC(Nc4ccc(F)cc4)C3)n(C)c2c1 (centres undefined),3,-4,-24,-0.5,-1,1.2,4,0.97,-1
COC1CCCN(Cc2cn(C)nc2-c2ccc(Oc3ccccc3)cc2)C1 (centres undefined),-10,-2,-5,0.4,-5,1.1,5,1.1,-6
Cc1cc(C)nc(Nc2ccc(Cl)cc2C)n1,-5,-1,-1,1.9,-1,1,1,1,-7
COc1ccccc1CN1CCCCCC1,-9,0,24,0.4,-7,0.77,2,1.1,-6
COc1ccc2c(c1)CC/C(=C/c1cc(OC)c(OC)c(OC)c1)C2=O,6,-4,17,3.8,-1,0.83,0,0.94,-6
O=C(Nc1ccc(Oc2ccc(Br)cc2)cc1)C1=CC=CN2CCS(=O)(=O)N=C12,17,-4,2,-0.5,0,0.98,6,0.83,0
CC(=O)c1sc(NC(=O)c2ccc(Cn3cc(Br)cn3)o2)nc1C,2,2,16,-19,5,0.84,-2,0.98,-3
CCOC(=O)C1CCN(CC(=O)Nc2c(C(=O)OC)[nH]c3cccc(C)c23)CC1,-6,0,-7,-2.6,-3,1.1,-16,1.1,-5
O=[N+]([O-])c1cc2c(cc1[N+](=O)[O-])OCCOCCOCCOCCO2,4,-2,17,0.9,-4,0.83,2,0.96,-5
C=CCOc1ccc(/C=C/C(=O)OCC(=O)N2CCN(C(C)=O)CC2)cc1,5,-5,26,-0.4,0,0.74,4,0.95,-2
O=S(=O)(Nc1cccc(S(=O)(=O)N2CCOCC2)c1)c1ccc2c(c1)OCCO2,6,0,0,-3.1,-2,1,2,0.94,-4
Cc1ccc(NC2CCCN(C(=O)c3cn4cc(Cl)ccc4n3)C2)cc1C (centres undefined),-7,1,-18,-1.1,-3,1.2,4,1.1,0
O=S(=O)(CCc1nc2ccccc2o1)c1ccc(Cl)c(Cl)c1,-1,-5,4,-0.9,3,0.96,-15,1,-1
Cc1ccccc1-c1noc(-c2ccc(Cl)cc2)n1,-2,-4,8,-2.1,1,0.92,-4,1,2
Cc1cc(C(=O)Nc2nc3ccc(Cl)cc3s2)nn1C,0,-1,-15,-0.8,1,1.2,0,1,-4

# Some of the entries so far, with two lines to a compound:
# Results follow in this order: mIAP inh	MIN6 prolif	hIAP block	MPTP inh	A3A deaminase	hIAP act	ATG4B inh	mIAP activ	APOBEC3G inh
- Cc1cc(-c2ccccc2)nc(N/N=C/c2ccccc2)n1
 : -4	0	11	-0.5	1	0.89	-11	1	-6
- C[C@H]1C=C(C(=O)N2CCN(Cc3ccc4c(c3)OCO4)CC2)O[C@@H](OCc2ccc(CO)cc2)C1
 : -3	5	16	-0.2	0	0.84	6	1	1
- O=C1NC(Nc2nc3ccccc3s2)(C(F)(F)F)C(=O)N1C1CCCCC1 (centres undefined)
 : 3	-4	-6	-0.8	1	1.1	-32	0.97	7
- O=C(COc1ccccc1)N=C1SC2CS(=O)(=O)CC2N1c1ccccc1F (centres undefined)
 : -2	0	1	-1.7	-3	0.99	-1	1	-3
- Cc1ccc(CNC(=O)c2ccc(Cn3nc(C)c(Cl)c3C)o2)cc1
 : 1	-3	7	0.0	7	0.93	2	0.99	2
- CCN(CC)c1ccc(NC(=O)CCS(=O)(=O)c2ccc(Br)cc2)c(C)c1
 : 10	-3	8	2.1	70	0.92	-7	0.9	86
- Cc1ccc(S(=O)(=O)NCCN2CCN(S(=O)(=O)c3ccccc3Cl)CC2)cc1
 : -7	-3	8	0.2	0	0.93	-1	1.1	-4

# Continued:
SMILES,mIAP inh,MIN6 prolif,hIAP block,MPTP inh,A3A deaminase,hIAP act,ATG4B inh,mIAP activ,APOBEC3G inh
Cc1ccccc1NC(=O)CSc1nn2c(=O)c(C)nnc2s1,15,-3,-12,-0.3,4,1.1,-12,0.85,-2
COc1cccc(NC(=O)CN(C)C(=O)CCCc2nc3ccccc3s2)c1,-3,0,17,-0.2,0,0.83,-3,1,-9
CSc1ncccc1C(=O)N1CCN(S(=O)(=O)c2ccc(C)cc2)CC1,1,2,8,-0.4,-2,0.92,-13,0.99,-4
Cc1ccc(S(=O)(=O)Nc2cccc(C(=O)NCCCN3CCCC3=O)c2)cc1F,0,1,-5,0.0,-1,1.1,-2,1,-7
COc1cccc(CN(C)C(=O)c2cc(S(=O)(=O)N3CCN(c4ccccc4)CC3)ccc2Cl)c1,5,-5,4,1.0,-3,0.96,2,0.95,-8
CCOc1ccc(/C(O)=C2/C(=O)C(=O)N(CCOCCO)C2c2ccc(F)cc2)cc1 (centres undefined),-1,-2,-2,-2.8,-2,1,0,1,-2
Cc1ccc(NC(=O)CNCCCN2CCOCC2)cc1S(=O)(=O)N1CCCCC1,-5,-4,3,2.6,-1,0.97,-5,1.1,10
Cc1nn(C(C)(C)C)c(N)c1-c1ccccc1,-4,0,-5,-0.3,-3,1,-9,1,-8
CC(=O)c1c(N(C)C)ccnc1C(F)(F)F,-2,3,16,-1.2,3,0.84,-11,1,-1
N#Cc1c(NC(=O)Cn2cnc3ccccc3c2=O)oc(-c2ccccc2)c1-c1ccccc1,17,-2,-26,-1.2,-4,1.3,15,0.83,-8
O=C(Nc1c(F)cccc1F)C(c1ccccc1)c1ccccc1,-14,0,0,0.9,-4,0.99,0,1.1,-6
CC(C)N1CCC(=NNC(=O)c2ccc(Br)o2)CC1,4,-2,-8,-1.1,-3,1.1,5,0.96,-7
CCCC(=O)Nc1ccc(C(=O)n2ccc(C)n2)cc1,6,0,-2,-0.7,-1,1,-1,0.94,-3
CCCn1nc(C(=O)NNC(=O)c2ccc(OC(F)F)cc2)c2ccccc2c1=O,9,7,-22,0.3,0,1.2,9,0.91,-4
O=C(CN1C(=O)CCC1=O)NNc1ccc2ccccc2c1,-2,-4,-1,-0.6,-3,1,-4,1,-6
CCN(CC)c1ccc(S(=O)(=O)N2CCOCC2)cc1NC(=O)COC(=O)c1ccco1,5,1,8,-0.9,-3,0.92,-7,0.95,-10
Cn1nc(C(F)(F)F)c(CN2CC(C)(C)C2=O)c1N1CCOCC1,-6,-1,-2,0.2,1,1,2,1.1,-9
CC(=O)c1cccc(NC(=O)NNC(=O)CCC(=O)Nc2ccc(C)c(C)c2)c1,1,-3,-21,-1.1,-1,1.2,-4,0.99,-8
Cn1cc(CN2CCN(CC(C)(C)C)C(CCO)C2)c2ccccc21 (centres undefined),5,2,-1,-0.6,-4,1,3,0.95,-7
c1ccc(Nc2ccnc(Nc3ccccc3)n2)cc1,-11,-2,-177,9.8,2,2.8*,1,1.1,14
O=C(O)CCC1(CCC(=O)O)c2ccccc2-c2ccccc21,2,-2,-45,-0.6,-1,1.5,1,0.98,-5
CC(C)(CO)N=C1NS(=O)(=O)c2cc([N+](=O)[O-])ccc21,2,0,-4,-1.6,-4,1,-5,0.98,-8
COc1ccc(Cc2nnc(NS(=O)(=O)c3ccc(Cl)cc3)s2)cc1OC,-6,-1,-6,-3.6,-4,1.1,2,1.1,-10
CCOc1ccc(CCNC(=O)CCn2ccc3cc(S(=O)(=O)N4CCCC4)ccc32)cc1,-14,-4,-12,-2.3,1,1.1,-10,1.1,-1
Nc1ncc(Br)cc1S(=O)(=O)NCCC(=O)NCCc1ccc(Cl)cc1,6,-2,13,0.9,0,0.87,-12,0.94,-2
# Continued:
SMILES,mIAP inh,MIN6 prolif,hIAP block,MPTP inh,A3A deaminase,hIAP act,ATG4B inh,mIAP activ,APOBEC3G inh
CCn1c(Cc2ccc(OC)cc2)nnc1SCC(=O)NC1CCCCC1,4,-1,6,-0.1,-3,0.94,-8,0.96,-9
Cc1ccccc1NC(=S)NNC(=O)c1ccoc1C,15,1,-49,-3.2,2,1.5,3,0.85,-3
CCOc1cccc2sc(Cl)nc12,5,-2,10,-0.9,2,0.9,7,0.95,-1
Cc1cccc(C)c1N=Cc1c(C(F)(F)F)[nH][nH]c1=O,3,-3,1,2.8,-4,0.99,-7,0.97,-3
CS(=O)(=O)N1CCC(C(=O)Nc2cc(Cl)cc(Cl)c2)CC1,-28,-3,-5,0.0,2,1.1,-7,1.3,2
O=C(N/N=C/c1ccc(OCc2ccccc2)cc1)c1ccc(O)cc1,0,-3,-3,-3.9,-6,1,-16,1,-12

# Structural class, the compounds so far with a nitro group on carbon (2)
SMILES,mIAP inh,MIN6 prolif,hIAP block,MPTP inh,A3A deaminase,hIAP act,ATG4B inh,mIAP activ,APOBEC3G inh
O=[N+]([O-])c1cc2c(cc1[N+](=O)[O-])OCCOCCOCCOCCO2,4,-2,17,0.9,-4,0.83,2,0.96,-5
CC(C)(CO)N=C1NS(=O)(=O)c2cc([N+](=O)[O-])ccc21,2,0,-4,-1.6,-4,1,-5,0.98,-8

# One compound at a time, from the list above. Order of screens: mIAP inh, MIN6 prolif, hIAP block, MPTP inh, A3A deaminase, hIAP act, ATG4B inh, mIAP activ, APOBEC3G inh
# `Cc1cccc(C)c1N=Cc1c(C(F)(F)F)[nH][nH]c1=O` in the list: 3, -3, 1, 2.8, -4, 0.99, -7, 0.97, -3
# `CCOc1cccc2sc(Cl)nc12` in the list: 5, -2, 10, -0.9, 2, 0.9, 7, 0.95, -1
